# MPTP block: mitochondrial permeability transition pore inhibitors, primary screen, biochemical, isolated mouse mitochondria, absorbance. Ca2+ swelling absorbance, 30 min. inhibition, % at 10 µM. AID 602449, 2012. 1.4% of 360,000 active;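 active = inhibition of 50% or more, scaled per plate between neutral and stimulator controls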;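 also: 0% = DMSO wells given calcium and 100% = 1 mM EGTA wells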
# Active calls of the source: *.
SMILES,MPTP block
COc1ccc(Nc2c(CC(C)C)nc3nc(C)cc(C)n23)cc1,-0.1
C[C@H](CO)N1C[C@H](C)[C@@H](CN(C)Cc2ccncc2)Oc2ncc(Br)cc2C1=O,0.2
O=C(Cc1cccc2ccccc12)NN=Cc1ccc2c(c1)CCC2,0.3
CC1(C(=O)NS(=O)(=O)c2ccc(Br)cc2)CCN1C(=O)CCc1cccs1 (configuration not stated),-1.3
COc1ccc(C(NC(=O)C2CCN(C/C=C/c3ccc(OC(C)=O)c(OC)c3)CC2)c2ccccn2)cc1 (configuration not stated),0.9
CC(C)(C)n1nnnc1C(CCc1ccccc1)N1CCN(C/C=C/c2ccccc2)CC1 (configuration not stated),10.0
N#CC(Cc1cccs1)c1nc2ccccc2[nH]1 (configuration not stated),-0.4
CCc1nc2c(OCCn3cccc3)cccn2c1N(C)C(=O)c1cccs1,-0.2
CC(C)Nc1ncnc2c1ncn2[C@H]1CN(Cc2cccnc2)C[C@@H](CO)O1,-0.5
CN(C)C(=O)c1ccc(NC(=O)c2cccc(-n3cnnn3)c2)cc1,0.6
C=C1C(=O)[C@]23C[C@H]1CC[C@H]2[C@]1(C)[C@@H](OC(C)=O)CC[C@@](C)(C(=O)OC)[C@H]1C[C@@H]3OC(C)=O,0.0
COc1ccc(CCNC(=O)c2ccc3c(c2)S(=O)(=O)N=C2CCCCCN23)cc1OC,-1.0
COCc1cccc(-c2csc(C(C)(O)c3ccccc3)n2)c1 (configuration not stated),-0.3
CCCCNC(=O)C1(C)CCN1C(=O)c1ccc2c(c1)CCO2 (configuration not stated),-1.4
O=C(COc1ccc(F)cc1Br)Nc1ccccc1N1CCCC1,-1.4
c1ccc(CN=C2CCCc3ccccc3N2)cc1,-1.2
CC1(C(=O)NCc2ccco2)Cc2c(-c3ccccc3)ccnc2O1 (configuration not stated),1.2
C[C@@H]1CN([C@@H](C)CO)C(=O)CCCn2cc(nn2)CO[C@H]1CN(C)C(=O)OCc1ccccc1,-1.9
CCc1c(-c2ccc(Cl)cc2)ncn1Cc1cccc(-c2ccccc2)c1,1.8
O=C(NCc1cccc(C(F)(F)F)c1)c1csc(COCCO)n1,0.2
COc1ccc([C@@H]2C[C@H]3[C@@H](CN2S(=O)(=O)c2ccccc2)C(=O)C[C@@H](c2ccc(C)cc2)N3S(=O)(=O)c2ccc(C)cc2)cc1,0.5
Cc1ccc(Cc2c(-c3ccc(F)cc3)nc3c(C)cc(Br)cn23)cc1,0.7
Cc1c(C(=O)NCc2cccc(C(F)(F)F)c2)sc(=O)n1Cc1ccc(C(=O)N(C)C)cc1,-2.5
CC(=O)N1CCC(C(=O)Nc2cc(S(=O)(=O)N3CCCCC3)ccc2C)CC1,-1.3
C[C@@H]1CCCCO[C@@H](CN(C)C(=O)CCCN(C)C)[C@@H](C)CN([C@H](C)CO)C(=O)c2cc(NC(=O)CCC(F)(F)F)ccc2O1,0.4
CCOC(=O)C1=C[C@@H](CC)N(S(=O)(=O)c2ccc(C)cc2)[C@H]1c1cccs1,-1.5
CNc1nc(NCCOc2ccccc2Cl)c2sccc2n1,1.4
O=C(OCc1cn([C@H]2C[C@H](c3ccc(Cl)cc3)N(C(=O)C3CCCCC3)C[C@@H]2O)nn1)c1ccccc1,-0.7
CCCCN(C=O)c1c(CC)nc2ccc(C(=O)N3CCN(C(=O)c4ccco4)CC3)cn12,0.0
CC(C)(C)C(=O)c1c(N)[nH]c(C(=O)c2ccccc2)c1-c1ccc(Br)cc1,2.0
CCCCN(C)C(=O)c1sc(=O)n(Cc2cc(Cl)ccc2OC)c1C,-1.0
CCOC(=O)C1(C)CCN1C(=O)COc1ccccc1 (configuration not stated),0.3
O=C(NC1CCCCC1)C1c2ccccc2OCC(=O)N1CCCN1CCOCC1 (configuration not stated),-0.3
COc1ccccc1Cn1c(=S)[nH]c2cc(C(=O)N3CC(C)CC(C)C3)ccc2c1=O (configuration not stated),0.8
CC(C)(C)c1ccc(S(=O)(=O)NC(=O)C2(C)CCN2C(=O)CC2CCCCC2)cc1 (configuration not stated),1.3
CCC(C(=O)NC(C)(C)C)n1c(C(c2ccccc2)c2ccccc2)nc2ccccc21 (configuration not stated),0.9
Cc1ccc([C@H]2N[C@]3(CCCN(Cc4cccn4C)C3=O)[C@H]3C(=O)N(Cc4ccccc4)C(=O)[C@@H]23)cc1,-1.5
O=C(C[C@H]1C[C@@H]2c3cc(NC(=O)Nc4ccccc4)ccc3O[C@@H]2[C@@H](CO)O1)NCC1CC1,-1.4
O=C1Nc2ccccc2-n2nnnc2C1N1CCN(c2ccc(C(F)(F)F)cc2[N+](=O)[O-])CC1 (configuration not stated),-0.1
CCc1nc2ccc(C(=O)N3CCC(O)(Cc4ccccc4)CC3)cn2c1N(C)C(=O)Cc1ccccc1,-1.8
CCCS(=O)(=O)NC(=O)C1(C)CCN(C(=O)c2ccc3ccccc3n2)C1 (configuration not stated),1.0
O=S(=O)(Cc1nnnn1-c1ccc(Br)cc1)c1ccccc1,0.6
CS(=O)(=O)N(CC(=O)N1CCCC1)c1ccc(F)cc1,-0.9
COc1ncnc2c1ncn2CCCN(C)CCc1ccccn1,0.0
Cc1c(C(=O)NCc2ccc(F)cc2)sc(=O)n1Cc1ccc(Cl)c(Cl)c1,-0.6
CC(C)C[C@H]1CNC(=S)N1CC1CCCN1C[C@H](CC(C)C)N1C[C@H](Cc2ccc(O)cc2)N(CC2CCCCCC2)C1=S (some centres not stated),2.2
CC1(C)Cc2c(sc(NC(=O)Cc3ccccc3)c2C#N)C(C)(C)N1,-0.4
COc1ccc(F)cc1-c1cc(C(=O)NCc2cc(C(F)(F)F)cc(C(F)(F)F)c2)[nH]n1,2.6
O=c1[nH][nH]c2c1[C@H](c1ccc(F)cc1)O[C@H](C1CCCCC1)C2,-0.6
O=C(CNc1cccc(S(=O)(=O)N2CCCCC2)c1)Nc1ccc(C(F)(F)F)cc1,81.0*
CCOC(=O)Cn1nc2oc(=O)c(CCN3CCN(c4ccccc4OC)CC3)c(C)c2c1C,-0.4
Cc1cccc(C)c1NC(=O)C1(C)CN(S(C)(=O)=O)CC(=O)N1CCc1ccccc1F (configuration not stated),-0.8
CCCCCCNC(=O)O[C@]12C[C@@H](C(=O)OC)[C@@H](C(=O)OC)C[C@@]1(O)CN(S(=O)(=O)c1ccc(C)cc1)C2,-2.1
Cc1noc(NS(=O)(=O)c2ccc(NS(=O)(=O)c3ccc(C(C)(C)C)cc3)cc2)c1C,0.3
C/C=C/c1cccc(-c2nc(C(=O)N3CCOCC3)cc3c2[C@@H](CCO)N(C(=O)NC(C)C)C3)c1,-1.1
O=c1[nH]c2ccc(Br)cc2c(=O)o1,-0.2
C[C@H](CO)N1C[C@H](C)[C@@H](CN(C)S(=O)(=O)c2ccccc2F)Oc2ncc(C#Cc3cccnc3)cc2C1=O,-1.1
CN1CCCC1=Nc1ccccc1,-1.4
Cn1cc(-c2ccc3c(c2)OCO3)c2ccccc21,2.4
OC[C@@H]1CN(Cc2ccc(F)cc2)C[C@H](n2cnc3c(NC4CC4)ncnc32)O1,-1.2

# Further compounds follow:
SMILES,MPTP block
CC(C)C[C@@H](CN1CCCC1CN1C(=S)NC[C@@H]1Cc1ccc(O)cc1)N1C[C@H](Cc2ccc(O)cc2)N(CC2CCCCCC2)C1=S (some centres not stated),4.3
Nc1ccn([C@@H]2O[C@H](C(=O)Nc3ccc(C(=O)N4CCCCC4)cc3)[C@@H](O)[C@H]2O)c(=O)n1,-3.6
CCn1cc(/C=C(\NC(=O)c2ccccc2)C(=O)NCCN2CCOCC2)c2ccccc21,0.1
COc1cccc(-c2cc(NC=O)c3ncc(-c4ccc(OC)c(OC)c4)n3c2)c1,-0.5
CC(C)Oc1ccc(S(=O)(=O)N2CCOCC2)cc1NC(=O)CC1CC2CCC1C2 (configuration not stated),-2.5
CC12CCC(=O)C=C1CCC1C2C(O)CC2(C)C1CCC2(O)C(=O)COC(=O)CCC1CCCC1 (configuration not stated),-2.3
COc1ccc(NC(=O)C2Cc3c(-c4cccc(C(C)=O)c4)ccnc3O2)cc1 (configuration not stated),1.8
COC(=O)[C@]12CCCCC=C1N(CCC1=CCCCC1)C(=O)[C@H](CC(=O)N1CCN(C(=O)c3ccco3)CC1)C2,-1.0
Cc1ccc(F)cc1C(=O)N1CCCC(C)(C(=O)NS(=O)(=O)C2CC2)C1 (configuration not stated),0.1
Cc1cccc(C)c1NC(=O)C1(C)CCC(=O)N1CCc1c[nH]c2ccccc12 (configuration not stated),-0.8
O=C(NC(=S)Nc1ccc([N+](=O)[O-])cc1)c1ccco1,-0.6
Cc1ccc2ccc(C#N)cc2c1O,1.1
CC(C)NC(=O)C1(C)CCCN1Cc1csc2ccccc12 (configuration not stated),1.0
CCCS(=O)(=O)NC(=O)C1(C)CCN(C(=O)c2ccccc2F)C1 (configuration not stated),0.1
CCOC(=O)C1CCCN(C(=O)c2cccs2)CC1 (configuration not stated),-2.3
COc1ccc(C(C(=O)Nc2ccc(F)cc2)N2CCN(C(=O)c3ccco3)CC2)cc1 (configuration not stated),-0.1
C[C@@H]1CN([C@@H](C)CO)C(=O)c2cc(Br)cnc2O[C@@H]1CN(C)C(=O)C1CCCCC1,-0.2
COc1ccc(CN(C)C[C@H]2OCCCC[C@@H](C)Oc3ccc(NC(=O)c4ccccc4)cc3C(=O)N([C@H](C)CO)C[C@@H]2C)cc1,-1.0
C#Cc1ccc(NC(=O)C2(C)CCN2C(=O)Cc2ccc(-c3ccccc3)cc2)cc1 (configuration not stated),0.4
CCCCNC(=O)C(NC(=O)Cc1cc(C(F)(F)F)cc(C(F)(F)F)c1)C(=O)c1ccccc1 (configuration not stated),0.8
Cc1cc2c(cc1C)N(C(=O)CCl)CC(=O)N2,0.5
C[C@@]12C(C[C@H](O)[C@@]34C[C@@H](CCC13)[C@@H](CO)C4=O)[C@](C)(C(=O)O)CC[C@@H]2O (some centres not stated),-2.6
COc1ccc(OC(F)(F)F)cc1CC1(C)C(=O)Nc2ccc(S(=O)(=O)NC3CCCCC3)cc21 (configuration not stated),1.2
Cc1ccc(CCN2CC(C(=O)NC3CCC(C)CC3)CC2=O)cc1 (configuration not stated),0.1
COC(=O)C[C@@H]1CC[C@H](NC(=O)c2ccccc2)[C@@H](CO)O1,3.1
C#CCN(C[C@H]1[C@H](OC(=O)NCc2ccc(OC)c(OC)c2)[C@H](OC(=O)NCc2ccc(OC)c(OC)c2)C[C@H]2C(=O)N(c3ccccc3)C(=O)[C@@H]12)S(=O)(=O)c1ccc(C)cc1,0.6
O=C(COC(=O)CN1C(=O)c2ccccc2C1=O)Nc1ccccc1C(F)(F)F,-0.9
COc1cc(CNC(=O)OC2CC3CC2[C@H]2CCCCN2C3=O)cc(OC)c1 (some centres not stated),3.4
Nc1ncnc2c1ncn2[C@@H]1O[C@H](C(=O)Nc2ccc(Oc3ccccc3)nc2)[C@@H](O)[C@H]1O,-1.3
Cc1nc2ccc(C(=O)Nc3cccc(NS(C)(=O)=O)c3)cn2c1N(C)C(=O)CCc1ccccc1,0.1

# Filtered by structure: those above containing a tert-butyl group.
SMILES,MPTP block
CC(C)(C)n1nnnc1C(CCc1ccccc1)N1CCN(C/C=C/c2ccccc2)CC1 (configuration not stated),10.0
CC(C)(C)C(=O)c1c(N)[nH]c(C(=O)c2ccccc2)c1-c1ccc(Br)cc1,2.0
CC(C)(C)c1ccc(S(=O)(=O)NC(=O)C2(C)CCN2C(=O)CC2CCCCC2)cc1 (configuration not stated),1.3
CCC(C(=O)NC(C)(C)C)n1c(C(c2ccccc2)c2ccccc2)nc2ccccc21 (configuration not stated),0.9
Cc1noc(NS(=O)(=O)c2ccc(NS(=O)(=O)c3ccc(C(C)(C)C)cc3)cc2)c1C,0.3

# 3 of the entries above in order of their number in MPTP block, falling:
SMILES,MPTP block
Cc1cc2c(cc1C)N(C(=O)CCl)CC(=O)N2,0.5
C#Cc1ccc(NC(=O)C2(C)CCN2C(=O)Cc2ccc(-c3ccccc3)cc2)cc1 (configuration not stated),0.4
CC12CCC(=O)C=C1CCC1C2C(O)CC2(C)C1CCC2(O)C(=O)COC(=O)CCC1CCCC1 (configuration not stated),-2.3

# Other compounds.
SMILES,MPTP block
C[C@H]1CN([C@@H](C)CO)C(=O)c2cc(Br)cnc2O[C@@H]1CN(C)C(=O)Nc1ccc(C(F)(F)F)cc1,1.6
O=C(C[C@@H]1C[C@@H]2c3cc(NS(=O)(=O)c4ccc(F)cc4)ccc3O[C@@H]2[C@@H](CO)O1)NC1CCCCC1,-1.5
O=C(COc1ccc(Cl)cc1)N1CCN(S(=O)(=O)c2cc(F)ccc2F)CC1,-0.6
O=S1(=O)N[C@@H](Cc2ccccc2)COc2ccc(Cl)cc21,0.3
COc1ccc(-c2ccc(CN3C(CC(C)C)C(=O)N(Cc4cn(CC5CCCCC5)nn4)CCS3(=O)=O)cc2)cc1 (configuration not stated),-3.0
CC1(C(=O)NCc2ccc(Cl)cc2)CCN1C(=O)c1cccc(F)c1 (configuration not stated),1.7
COc1ccccc1N(CC(=O)NCc1ccccc1)S(=O)(=O)c1cccs1,0.0
CCNC(=O)C1(C)CCCN(Cc2ccccc2-c2ccccc2)C1 (configuration not stated),0.1
CCOc1ccc(Cl)cc1-c1cc(C(=O)NC2CCCCC2)[nH]n1,-0.7
CC1CC(C)CN(S(=O)(=O)c2ccc(C(=O)OCC(=O)Nc3ccccc3)cc2)C1 (configuration not stated),0.0
Cc1cc(Br)c2c(c1)[C@](O)(c1cn(C)c3ccccc13)C(=O)N2C,-0.7
CCOC(=O)c1ccc(NC(=O)c2ncn3c2C(=O)NC[C@@H]3C)cc1,-0.1
CCCCCCCCN1C(=O)[C@H](CC(=O)N2CCCC2)C[C@@]2(C(=O)OC)CCCCC=C12,-3.2
COC(=O)CC1N(S(=O)(=O)c2ccc(C)cc2)c2ccccc2C1(C(=O)OC)C(=O)OC (configuration not stated),0.7
Cc1ccc(S(=O)(=O)NC(=O)C2(C)CCN2C(=O)C2(c3ccc(Cl)cc3)CCC2)nc1 (configuration not stated),0.2

# Compound activity from PubChem.

# An excerpt, so the mix of outcomes need not match the whole.
